Compound activity as filed in PubChem.
BLM inh: inhibitors of human Bloom syndrome helicase BLM; recombinant BLM DNA unwinding, fluorescence dequenching; Potency, µM (series often up to 56.1 µM), for inactives: at the top dose activity change, negative = inhibition, usual class: inhibitors; 0.2% of 350,000 active; AID 2528;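 also: plate controls were vehicle for no effect and no enzyme for full effect; nearly all actives have a fitted effect of over 35% in size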
APE1 inh: inhibitors of human APE1 endonuclease | P27695 | recombinant APE1, TAMRA/BHQ-2 abasic DNA cleavage fluorescence | Potency, µM (titrated, usually from 65.8 µM), for the others: at the highest dose activity change, negative = inhibition, actives largely listed as inhibitors | 0.35% of 350,000 active;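 also: plate controls were vehicle for no effect and reference inhibitor for full effect; nearly all actives have a fitted effect of over 55% in size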
Target sequence (P27695 whole entry, looked up): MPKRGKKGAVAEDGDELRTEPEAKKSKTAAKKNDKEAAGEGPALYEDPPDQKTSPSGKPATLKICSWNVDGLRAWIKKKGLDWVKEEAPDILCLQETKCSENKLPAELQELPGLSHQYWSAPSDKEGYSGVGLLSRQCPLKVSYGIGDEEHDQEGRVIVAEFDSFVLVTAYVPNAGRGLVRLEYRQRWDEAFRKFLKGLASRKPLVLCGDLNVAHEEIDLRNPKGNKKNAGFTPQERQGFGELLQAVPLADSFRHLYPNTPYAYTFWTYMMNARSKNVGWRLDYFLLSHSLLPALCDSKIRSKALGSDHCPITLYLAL
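Activity was derived from the fluorescence gain between first and third kinetic reads (60 s intervals, ex 525/em 598 nm) after 50 nM THF-abasic TAMRA/BHQ-2 duplex was added to 0.75 nM APE1 preincubated 15 min with compound.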
POLB inh: blocks human DNA polymerase beta activity. P06746. Pol beta primer extension/strand displacement, fluorescence kinetic. Potency, µM (titrated, usually from 114 µM), inactives show top-dose activity change, negative = inhibition, hits mostly inhibitors. 1.3% of 340,000 active; also: % is scaled to controls: 0 for no effect and ±100 for the full control effect
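Human Pol beta at 10 nM; strand-displacement substrate 50 nM final. Compound exposure 15 min at room temperature before start, reaction 10 min at room temperature.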
G9a block: blocks human histone lysine methyltransferase G9a. G9a H3K9 monomethylation, AlphaScreen, 2 h. AID 504332. 8.8% of 350,000 active. Potency, µM (top dose mostly 102 µM), for the others: top-dose activity, negative = inhibition, usual class: inhibitors. Q96KQ7; also: % is scaled to controls: 0 for no effect and ±100 for the full control effect; nearly all actives have a fitted effect of over 75% in size
Target sequence (Q96KQ7 913-1193 limits assumed): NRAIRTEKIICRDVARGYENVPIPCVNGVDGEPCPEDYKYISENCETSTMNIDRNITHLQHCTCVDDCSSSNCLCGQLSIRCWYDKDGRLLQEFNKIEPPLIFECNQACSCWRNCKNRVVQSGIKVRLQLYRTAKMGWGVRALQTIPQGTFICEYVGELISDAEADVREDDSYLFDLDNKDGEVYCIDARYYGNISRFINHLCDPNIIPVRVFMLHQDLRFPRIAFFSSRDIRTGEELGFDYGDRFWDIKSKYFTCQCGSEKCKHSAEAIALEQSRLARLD
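Readings reflect AlphaScreen signal from monomethyl-H3K9 antibody detection. HMT at 20 nM; substrate b-H3K9 500 nM; cofactor SAM 20 uM; 2 h RT reaction; compounds tested as titrations in qHTS with 15 min preincubation.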
Pol kappa inh: blocks human DNA polymerase kappa activity. AID 588579. 0.53% of 400,000 active. Potency, µM (doses to about 107 µM), without a hit: top-dose activity, negative = inhibition, most hits filed as inhibitors. Q9UBT6. purified Pol kappa, fluorescent DNA synthesis assay, 10 min; also: % is scaled to controls: 0 for no effect and ±100 for the full control effect
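10 nM Pol kappa preincubated 15 min at room temperature with compounds, then reaction started with substrate at 50 nM final. Fluorescence read kinetically at 0 and 10 min; buffer-only wells served as negative control.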
Anesthetic bind: candidate novel general anesthetic via apoferritin binding. 0.074% of 350,000 active. Potency, µM (highest dose often 77.5 µM), for inactives: top-dose activity change, negative = displacement, hits mostly inhibitors. apoferritin/1-aminoanthracene competitive binding, fluorescence. P02791; also: % is scaled to controls: 0 for no effect and ±100 for the full control effect; nearly all actives have a fitted effect of over 20% in size
Target sequence (P02791 2-175 limits assumed): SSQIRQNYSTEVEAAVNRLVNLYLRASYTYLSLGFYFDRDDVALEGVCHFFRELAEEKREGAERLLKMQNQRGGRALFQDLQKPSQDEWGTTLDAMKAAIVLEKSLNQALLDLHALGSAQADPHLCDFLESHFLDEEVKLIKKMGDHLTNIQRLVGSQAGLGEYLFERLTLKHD
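10 uM apoferritin + 50% sat. 1-AMA, PBS; cpd 10 min RT; Ex380/Em535 endpoint; normalized to free probe vs complex; 4-param Hill fit; propofol titration as pos. ctrl.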
BAZ2B block: blocks human BAZ2B | Q9UIF8 | AID 504333 | AlphaScreen BAZ2B-H3K14Ac peptide displacement | Potency, µM (series often up to 114 µM), without a hit: at the highest dose activity change, negative = inhibition, actives largely listed as inhibitors | 4.4% of 360,000 active; also: % is scaled to controls: 0 for no effect and ±100 for the full control effect; nearly all actives have a fitted effect of over 60% in size
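BAZ2B 50 nM plus b-H3(5-23)K14Ac 50 nM, PBS pH 7.4/0.01% Tween-20, 30 min RT; compound added (max 110 uM), 30 min RT; streptavidin donor/Ni-chelate acceptor beads 10 ug/mL final, 20 min dark; AlphaScreen read.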
Pol eta inh: blocks human DNA polymerase eta activity; recombinant Pol eta, fluorescent DNA replication assay; Potency, µM (highest dose often 114 µM), for inactives: top-dose activity change, negative = inhibition, most hits filed as inhibitors; 1.2% of 390,000 active; also: % is scaled to controls: 0 for no effect and ±100 for the full control effect
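Fluorescent replication assay: 50 nM final substrate added after a 15 min room-temperature compound preincubation with 10 nM enzyme. Signal taken at 0 min and again at 10 min.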
Pol iota inh: blocks human DNA polymerase iota activity; 1% of 390,000 active; Potency, µM (top dose mostly 115 µM), inactives show at the top dose activity, negative = inhibition, usual class: inhibitors; Q9UNA4; Pol iota fluorescent replication assay, 10 min; AID 588590
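Fluorescent replication assay read twice, at 0 min and 10 min after adding 50 nM (final) substrate. Enzyme (10 nM) and compounds were first incubated 15 min at room temperature; enzyme-free buffer wells were negative controls.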
Starred values were filed as active, the others as inactive; ? = inconclusive; nt = not tested or not shown; & = joins results of further samples; [ ] = remark or other dose. Calls follow the shape of the dose curve; as a rule, active = well fitted curve in the direction sought with a large enough effect; inconclusive = small, poorly fitted or top-dose-only effect, or another doubt; inactive = no such curve, though single readings can be large; an effect the other way counts as inactive or inconclusive. Potency is read from the fitted curve at half-maximal effect. These rows are one share of the data; the hit share may differ from the screen's.

The opening three records, to show the layout:
SMILES | BLM inh | APE1 inh | POLB inh | G9a block | Pol kappa inh | Anesthetic bind | BAZ2B block | Pol eta inh | Pol iota inh
CCOc1cc(C(=O)Nc2cc(=O)n(C)c(=O)n2C)cc(OCC)c1OCC | -1.2% | -0.7% | 36.9% | 0.9%[12.7 µM] | -10.9% | 3.3% | 4.8% | -4.3% | -3.5%
Cc1cccc(C)c1OCCN1CCOCC1 | 1.1% | -9.5% | 23.6% | 11.2µM* | 7.6% | -5.1% | ? | -11.1% | ?
CCCc1ccc(NS(=O)(=O)c2c(C)oc(C)c2C(=O)OC)cc1 | -10.0% | -3.1% | -10.4% | 64.4%[activator] | -18.9% | -14.0% | 8.6% | -5.0% | 10.8%

This part in full, previewed entries included:
SMILES | BLM inh | APE1 inh | POLB inh | G9a block | Pol kappa inh | Anesthetic bind | BAZ2B block | Pol eta inh | Pol iota inh
CCOc1cc(C(=O)Nc2cc(=O)n(C)c(=O)n2C)cc(OCC)c1OCC | -1.2% | -0.7% | 36.9% | 0.9%[12.7 µM] | -10.9% | 3.3% | 4.8% | -4.3% | -3.5%
Cc1cccc(C)c1OCCN1CCOCC1 | 1.1% | -9.5% | 23.6% | 11.2µM* | 7.6% | -5.1% | ? | -11.1% | ?
CCCc1ccc(NS(=O)(=O)c2c(C)oc(C)c2C(=O)OC)cc1 | -10.0% | -3.1% | -10.4% | 64.4%[activator] | -18.9% | -14.0% | 8.6% | -5.0% | 10.8%
CN1/C(=C/C2CC(=O)NC2=O)C(C)(C)c2ccccc21 (stereo unspecified) | 1.5% | 0.5% | 1.8% | ? | -8.7% | -18.9% | -5.2% | -5.0% | ?
CCS(=O)(=O)N1CCN(c2ccc(C(=O)N3CCOCC3)cc2[N+](=O)[O-])CC1 | -2.2% | -3.2% | 14.0% | 38.1% | -5.1% | -1.3% | -4.3% | 3.1% | 24.2%
COc1ccc(Br)cc1/C=N/n1c(COc2ccccc2)n[nH]c1=S | -1.4% | 9.5% | 33.0% | 44.7µM* | 3.0% | 7.4% | 0.9% | -15.1% | 18.4%
Cc1ccc(-c2nnn(CC(=O)N(CC(=O)NC3CCCCC3)c3ccc(F)c(Cl)c3)n2)o1 | 2.5% | 1.3% | 1.6% | 4.1%[59 µM] | -15.5% | -1.9% | -1.7% | 6.0% | -4.5%
COc1ccc(C2/C=C\C(c3ccc(OC)cc3)N(Cc3ccc(F)cc3)C(=O)C(=O)N2Cc2ccc(F)cc2)cc1 (stereo unspecified) | -9.2% | -6.1%[50.4 µM] | nt | 5.6%[59 µM] | -2.4%[60.1 µM] | -3.7% | nt | nt | nt
Cc1c(NS(=O)(=O)c2ccc3[nH]c(=O)[nH]c3c2)c(=O)n(-c2ccccc2)n1C | -2.1% | -1.7% | 25.7% | 15.3%[59 µM] | -2.0% | -6.3% | 2.9% | -10.5% | -17.0%
COC(=O)c1oc2c(c1C)C(=O)CC(C)(C)C2 | -1.6% | 4.9% | 2.3% | 10.5% | -7.5% | -13.5% | -4.7% | -13.0% | 71.3%[activator]
O=C(COC(=O)c1c2c(nc3ccccc13)/C(=C\c1cccs1)CCC2)Nc1ccccc1Cl | -3.3% | 0.3% | 3.1% | 22.6%[59 µM] | -5.1% | 5.6% | 18.2% | -23.4% | 35.2%[activator]
CN(C)CCC(c1ccc(Br)cc1)c1ccccn1 (stereo unspecified) | -20.5%&-10.6% | 3.1%&-0.8%&1.3%&-2.0% | 1.3% | 33.5%[activator][59 µM] | 15.3% | -1.7%&-0.8% | 23.4%&9.3% | -7.4% | 16.3%
Cc1cnccc1CN(C)Cc1cn(C)nc1-c1ccc(Oc2ccccc2)cc1 | -6.1% | -4.2% | ? | -48.7% | 3.7% | -11.6% | ? | -22.4% | 58.7%[activator]
COc1ccc(Cl)cc1C(=O)NCc1cnn(C)c1C | 0.1% | 3.4% | 1.1% | 23.4%[59 µM] | -6.0% | -4.4% | -3.6% | -16.6% | 6.6%
Cc1ccc(OCCC(=O)OCC(=O)Nc2ccccc2)cc1 | -6.1% | 8.2% | 0.9% | 26.4% | -11.8% | -22.9% | 1.1% | 0.0% | -5.2%
COc1ccc(S(=O)(=O)N2CCSC2c2ccccc2)cc1 (stereo unspecified) | -9.1% | 10.0% | 1.8% | 22.5%[12.7 µM] | -7.2% | -0.2% | 28.4% | -24.4% | -4.0%
CC1(C)[C@@H](O)CC[C@]2(C)C3C(O)C=C4[C@H]5C[C@@](C)(CO)CC[C@]5(C)CC[C@]4(C)[C@]3(C)CC[C@@H]12 (stereo partly specified) | -6.1% | 2.2% | -0.1% | 19.9%[12.7 µM] | -9.1% | -19.3% | -0.3% | ? | 29.3%
COc1ccc(Cl)cc1C(=O)OCC(=O)N(CC(C)C)c1c(N)n(Cc2ccccc2)c(=O)[nH]c1=O | nt | -14.8% | nt | ? | -12.0% | nt | 3.7% | -6.2% | 17.6%
CC(C)(C)NC(=S)NCc1ccc2c(c1)OCO2 | 2.8% | 1.7% | 30.2% | -6.2%[59 µM] | -2.8% | 0.5% | -7.0% | -10.5% | 14.4%
Cc1ccc(-n2c(SCc3nc4ccccc4[nH]3)nnc2-c2ccncc2)cc1 | 5.3% | -3.5% | 9.6% | 6.6%[59 µM] | -6.2% | -6.1% | -3.8% | -16.6% | 162.8%[activator]
CCNC(=O)NC1(C(=O)N2CCC(Cc3ccccc3)CC2)CCCCC1 | 0.5% | -17.8% | 10.8% | nt | -16.3% | -2.3% | 10.5% | -13.1% | 54.9%[activator]
Cc1nc2c(-c3ccc(F)cc3)c(C)nn2c(C)c1CCC(=O)NCc1ccc(Cl)cc1 | -3.4% | nt | 24.9% | -1.5%[59 µM] | -5.2% | 6.9% | -9.5% | 1.9% | -6.4%
CN1CCN(c2nc3c(c(=O)n(C)c(=O)n3C)n2Cc2cccc(Br)c2)CC1 | 1.7% | -7.6% | 9.3% | nt | -6.8% | -8.4% | 3.2% | 2.6% | -1.4%
COC(=O)c1cc(NC(=O)CN2CCN(C(C)=O)CC2)cc(C(=O)OC)c1 | -4.7% | -3.0% | -6.8% | 0.1% | -5.9% | -0.7% | -8.2% | -23.1% | 166.3%[activator]
Cc1ccccc1NC(=O)CCS(=O)(=O)c1ccc(Br)s1 | -0.3% | 7.0% | 35.5µM* | 44.7µM* | ? | -6.3% | ? | ? | ?
COC(=O)c1cc2ccccc2n1S(=O)(=O)c1ccccc1 | -6.3% | -12.7% | 1.6% | 47.3% | -3.0% | 0.6% | 24.9% | -13.1% | 113.1%[activator]
COc1cccc(C(C(=O)NC2CCCC2)N(CCC(C)C)C(=O)CCC(=O)Nc2cc(C)on2)c1 (stereo unspecified) | -4.9% | 0.1% | 10.4% | 16.1% | 2.9% | -3.5% | 6.3% | -25.7% | 74.8%[activator]
C=CCN1C=CC=C/C1=C1\SC(=S)N(C)C1=O | -1.4% | 22.2% | 13.5% | ? | -4.3% | -10.8% | ? | -19.7% | 91.5%[activator]
Cc1ccc(CNC(=O)CCc2c(C)nc3c(c(C)nn3-c3ccccc3)c2C)cc1 | -4.0% | nt | 4.8% | 1.6%[59 µM] | -4.1% | 2.0% | -0.7% | -5.6% | 4.2%
CCCC(=O)Nc1ccc(C(=O)NCC(=O)OCC)cc1 | -1.3% | ? | -0.4% | -6.6% | 1.9% | -4.1% | ? | -4.6% | -18.8%
CCC(=O)N1CCc2cc(S(=O)(=O)NC(CC(C)C)C(=O)Nc3ccc(CC)cc3)ccc21 (stereo unspecified) | -1.4% | nt | ? | 6.1%[59 µM] | -15.9% | -11.1% | nt | 2.4% | -25.7%
COc1ccc(-n2c(C)n[nH]c2=O)cc1 | 2.2% | 3.7% | 21.8% | 83.1%[activator][59 µM] | -20.4% | -3.6% | -26.5% | -2.4% | 7.0%
Cc1cc(-c2cccnc2)c(C#N)c(SCc2cccc(F)c2)n1 | -7.2% | -9.4% | ? | 39.8µM* | -4.4% | -18.0% | 4.2% | -13.3% | ?
COc1ccc2nc(SCC(=O)Nc3nonc3C)[nH]c2c1 | -2.4% | 3.3% | 1.3% | 4.2% | 1.8% | -7.6% | -2.3% | -15.7% | 120.4%[activator]
COc1ccc(C2NC(=O)NC(C)=C2C(=O)OC2CCCCC2)cc1OC (stereo unspecified) | -5.3% | 14.1% | 22.4% | 25.1% | -2.7% | -10.0% | -9.4% | 1.0% | 14.4%
Cc1cccc(NS(=O)(=O)c2cccc(C(=O)N3CCN(C/C=C/c4ccccc4)CC3)c2)c1 | nt | 0.7% | nt | -6.6%[59 µM] | -8.2% | nt | -35.1% | -5.5% | 1.9%
COc1cccc(-c2nc(CS(=O)(=O)CC(=O)NCCCN3CCN(C)CC3)c(C)o2)c1 | 2.6%&-3.5% | 34.4% | -0.5%&47.6% | -7.2% | 0.6%&0.6% | -4.2%&-7.6% | -11.0%[57.1 µM] | 5.9%&12.3% | ?
COC(=O)CSc1nc(-c2cccs2)ccc1C#N | -2.4% | -1.0% | 1.5% | 31.6µM* | -21.0% | ? | 10.7% | -8.4% | -16.9%
CCOC(=O)COc1ccc2c(c1)C(=O)CC1(CCCCC1)O2 | -6.4% | 2.5% | 1.2% | 25.3% | -8.8% | 204.5%[activator] | 28.1% | -4.5% | 13.3%
Cc1ccc(C)c(N2CCN(C(=O)Cn3ncc4c(=O)oc5ccc(C)cc5c43)CC2)c1 | -4.3% | nt | 8.1% | -1.9%[59 µM] | -6.4% | -21.0% | -26.0% | -18.5% | 62.0%[activator]
Cc1nnc(SCc2ccc(F)cc2)n1NC/C=C/c1ccccc1 | -12.7% | 22.2% | 20.3% | -42.2%[59 µM] | -6.2% | -19.0% | 7.1% | -12.0% | 1.1%
COc1cc(/C=N/NC(=O)c2cc(-c3ccccc3OC(C)C)nc3ccccc23)ccc1O | -13.6% | 5.5% | -5.1% | -11.8%[59 µM] | -14.5% | -4.0% | -4.9% | -24.5% | 7.3%
CCOC(=O)c1c(C)[nH]c(C)c1C(=O)COC(=O)CCOc1ccccc1OC | -1.8% | 2.0% | 0.0% | ? | -11.7% | -16.4% | -32.2% | -10.5% | -6.4%
Cn1c(NC(=O)CCc2ccccc2)cc(=O)n(C)c1=O | -5.7% | -1.2% | -0.9% | -16.8% | -2.2% | -14.6% | -3.2% | -18.2% | -24.2%
